CSN inh = inhibitors of CSN-mediated cullin deneddylation, primary screen, biochemical, fluorescence polarization, uHTS. Purified CSN, SCF-Nedd8-OG deneddylation. 360,000 compounds, 0.38% hits. inhibition, % at 12.5 µM. AID 651999, 2013. COP9 signalosome complex subunit 5 (Homo sapiens), Q92905;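 active = pattern-corrected inhibition above about 35%, with an unprinted fluorescence ratio check between 0.5 and 1.5, limit read from the data, passing the limit was not always enough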;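 note: 0% = enzyme with substrate and 100% = substrate without enzyme; some results filed as inactive read as strong as hits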
Target sequence (Q92905 whole entry, looked up, one chain of several): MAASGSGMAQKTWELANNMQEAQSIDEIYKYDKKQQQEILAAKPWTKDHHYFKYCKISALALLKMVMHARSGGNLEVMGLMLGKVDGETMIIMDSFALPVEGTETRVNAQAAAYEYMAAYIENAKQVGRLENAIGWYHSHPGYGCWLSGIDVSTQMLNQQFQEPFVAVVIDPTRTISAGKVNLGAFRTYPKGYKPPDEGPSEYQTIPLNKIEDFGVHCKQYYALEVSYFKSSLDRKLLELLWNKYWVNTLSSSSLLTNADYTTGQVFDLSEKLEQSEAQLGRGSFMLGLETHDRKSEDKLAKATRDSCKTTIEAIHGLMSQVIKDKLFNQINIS
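assay system = purified human Csn5 enzyme expressed in HEK293T cells | amount = 0.24 nM enzyme | buffer or medium = Tris/NaCl/DTT buffer, pH 7.5 | reagent = 10 nM SCFSkp2-Nedd8OG | compound = one concentration, 12.5 µM, 0.25% DMSO | times = 90 min reaction at room temperature | signal = FP | read-out basis = % inhibition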
MsrA inh = bovine MsrA enzyme inhibitors, primary screen, biochemical, absorbance, HTS. 360,000 compounds, 0.75% hits. inhibition, % at 15.5 µM. Methionine sulfoxide reductase A (Bos taurus). purified bovine MsrA, absorbance read-out; in the data active = inhibition above about 4.5%;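 note: 0% = vehicle wells with enzyme and 100% = reference inhibitor wells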
Rin1 Abl inh = inhibitors of Rin1-Abl protein binding, primary screen, biochemical, TR-FRET; inhibition, % at 7.35 µM; 360,000 compounds, 0.4% hits; AID 588664, 2011; in the data active = inhibition above about 5%, passing the limit was not always enough
eLon inh = inhibitors of E. coli Lon protease, primary screen, biochemical, fluorescence polarization; purified E. coli Lon protease; inhibition, % at 7.94 µM; 360,000 compounds, 0.42% hits; AID 602123, 2011; in the data active = inhibition above about 13%, passing the limit was not always enough;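 note: 0% = enzyme with probe and DMSO and 100% = no enzyme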
Neddylation inh = inhibitors of cullin neddylation, primary screen, biochemical, TR-FRET, uHTS, NAE and Ubc12. NEDD8-conjugating enzyme Ubc12 (Homo sapiens) + NEDD8-activating enzyme E1 regulatory …. calls only at 25 µM. 360,000 compounds, 0.58% hits; in the data active = inhibition above about 36%
Target sequence (P61081 whole entry, looked up): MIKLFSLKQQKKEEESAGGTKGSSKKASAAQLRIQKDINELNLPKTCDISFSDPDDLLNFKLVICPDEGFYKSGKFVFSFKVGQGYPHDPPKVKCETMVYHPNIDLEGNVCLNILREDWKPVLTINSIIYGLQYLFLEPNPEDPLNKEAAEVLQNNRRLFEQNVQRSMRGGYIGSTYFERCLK
Target sequence (Q13564 whole entry, looked up): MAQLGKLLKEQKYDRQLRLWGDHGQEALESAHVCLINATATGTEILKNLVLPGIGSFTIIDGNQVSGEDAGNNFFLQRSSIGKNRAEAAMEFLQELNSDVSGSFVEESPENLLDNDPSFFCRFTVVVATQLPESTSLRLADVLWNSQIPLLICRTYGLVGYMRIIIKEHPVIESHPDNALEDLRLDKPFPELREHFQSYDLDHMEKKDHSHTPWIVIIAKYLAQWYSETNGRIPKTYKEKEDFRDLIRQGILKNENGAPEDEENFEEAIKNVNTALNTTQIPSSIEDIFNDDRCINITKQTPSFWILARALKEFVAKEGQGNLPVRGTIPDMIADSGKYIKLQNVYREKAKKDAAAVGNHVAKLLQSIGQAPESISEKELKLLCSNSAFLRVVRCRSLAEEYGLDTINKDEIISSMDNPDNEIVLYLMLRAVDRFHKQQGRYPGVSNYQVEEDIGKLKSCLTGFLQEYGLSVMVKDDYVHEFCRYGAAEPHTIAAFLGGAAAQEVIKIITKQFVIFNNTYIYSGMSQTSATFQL
MsrA act = bovine MsrA enzyme activators, primary screen, biochemical, absorbance, HTS; 360,000 compounds, 0.3% hits; Methionine sulfoxide reductase A (Bos taurus); activation, % at 10.6 µM; purified bovine MsrA, absorbance read-out; in the data active = activation above about 7.5%;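 note: 0% = vehicle and 100% = reference activator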
MLLE-PAM2 inh = inhibitors of PABP1 MLLE–PAM2 peptide binding, primary screen, biochemical, fluorescence polarization, FITC-PAM2, GST-MLLE; Polyadenylate-binding protein 1 (Homo sapiens), P11940; inhibition, % at 20 µM; 360,000 compounds, 0.36% hits; AID 588489, 2011; in the data active = inhibition above about 35%, passing the limit was not always enough;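 note: plate controls were DMSO wells with GST-MLLE for no effect and wells lacking GST-MLLE protein for full effect; some results filed as inactive read as strong as hits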
Tb MetRS inh = T. brucei MetRS inhibitors, primary screen, biochemical, luminescence; 360,000 compounds, 0.4% hits; AID 624268, 2012; inhibition, % at 11.9 µM; purified T. brucei MetRS, ATP depletion, Kinase-Glo luminescence;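 active = inhibition above a per-plate cutoff of the control wells' mean inhibition plus 3 SD, cut at about 5.5% in these data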;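 note: 0% = DMSO wells median and 100% = median of wells with control inhibitor compound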
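Test system – parasite MetRS enzyme · Reagent – substrates ATP, L-methionine and bulk Escherichia coli tRNA · Doses – 11.9 µM compound single dose, 0.9% DMSO · Times – 15 min enzyme-compound preincubation, 2 h reaction, 10 min detection, 25 °C · Signal – Kinase-Glo luminescence, ATP depletion format · Controls – DMSO-only wells as low control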
FAS-TE inh = FAS thioesterase domain inhibitors, primary screen, biochemical, fluorescence intensity, uHTS; AID 602261, 2012; inhibition, % at 15 µM; recombinant FAS-TE, OMFH fluorogenic substrate, fluorescence endpoint; Fatty acid synthase (Homo sapiens), P49327; 360,000 compounds, 0.67% hits;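 active = compounds whose normalised, plate-corrected inhibition of enzyme fluorescence in the single-dose primary screen is 50% or more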;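 note: 0% = DMSO with enzyme and 100% = substrate without enzyme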
Numbers without * were called inactive; i = inactive; / = no result given.

molecule	CSN inh	MsrA inh	Rin1 Abl inh	eLon inh	Neddylation inh	MsrA act	MLLE-PAM2 inh	Tb MetRS inh	FAS-TE inh
Cc1nn(C)cc1CNCc1ccc(OCC(O)CN(C)Cc2ccccc2)cc1 (configuration not stated)	-2.6	-0.7	4.9	2.8	i	-2.4	11.7	-0.3	-10.1
Cc1ccc(S(=O)(=O)NC(C)C(=O)Nc2ccccc2C(=O)N2CCCC2)cc1 (configuration not stated)	-5.0	-0.6	0.9	-5.4	i	-15.4	-1.8	-1.3	-2.7
Cc1ccc(CNC(=O)/C=C/c2ccccc2Cl)cc1	2.0	-0.2	2.4	0.1	i	3.2	9.2	0.0	0.8
CC(c1ccon1)N(C)Cc1cn(C)nc1-c1cccc(Cl)c1 (configuration not stated)	4.7	-0.3	1.4	1.9	i	-9.2	-10.0	-1.9	0.6
COc1ccc2sc(N(CCN(C)C)C(=O)/C=C/c3cccs3)nc2c1	-2.3	0.7	-9.1	5.7	i	-3.6	-0.1	0.6	7.9
CCOC(=O)C(=CNNc1ccccc1)C(=O)OCC	2.9	-0.5	-1.0	-2.1	i	-3.9	15.6	-0.7	-4.6
S=c1[nH]nc(Cc2noc3ccccc23)n1-c1ccc(Cl)cc1	-12.0	0.3	2.6	1.4	i	4.8	-24.9	-0.3	-3.9
O=C(CCc1ccc(S(=O)(=O)N2CCOCC2)cc1)OCC(=O)c1ccc(Br)cc1	-5.2	-0.5	4.7	-2.1	i	-3.7	4.2	-0.3	26.4
O=c1c2nnn(-c3cccc(F)c3)c2ncn1Cc1ccccn1	-4.0	-1.0	1.1	1.5	i	-5.7	-2.3	-0.6	-4.4
O=Cc1cn(CC(O)CN2CCCCC2)c2ccccc12 (configuration not stated)	3.0	-0.4	2.9	-2.6	i	-1.4	-2.2	0.0	-4.8
COCc1nnc(NC(=O)C(C)C)s1	-3.5	-0.7	0.2	-2.4	i	0.0	-5.5	-0.8	-3.9
CCC(C)(C)n1nnnc1C(c1ccccn1)N1CCOCC1 (configuration not stated)	-1.4	-0.3	0.9	-12.7	i	-3.1	-23.8	-0.8	-9.9
Cc1ccc(C(=O)N2CCN(S(=O)(=O)c3ccccc3[N+](=O)[O-])C2)cc1	-0.1	0.1	-1.2	-3.8	i	4.8	-3.0	0.3	-3.0
CC1C(=O)N(Cc2cn(CCC3OCCCO3)nn2)CCS(=O)(=O)N1Cc1ccc(-c2cccc(CO)c2)cc1 (configuration not stated)	-2.8	-0.7	-0.5	1.4	i	-1.0	-5.0	-0.5	-4.9
COc1ccc(N(C(C)=O)S(=O)(=O)c2cc(OC)ccc2OC)cc1	-3.5	1.1	0.5	0.7	i	1.9	10.3	-0.1	-7.2
CC(C)(C)NC(=O)C1c2ccccc2OCC(=O)N1CC(F)(F)F (configuration not stated)	2.9	0.9	/	-0.8	i	-6.9	/	-0.9	-8.3
Cc1cc2nccc(-c3cccnc3)n2n1	-1.4	-0.5	1.4	5.3	i	-7.8	7.4	-0.8	-2.5
Cc1sc2nc(CN3CCCC3)nc(N3CCN(C(=O)c4ccco4)CC3)c2c1C	12.0	1.3	0.3	-1.3	i	-3.8	-24.9	-0.5	-4.5
COc1ccc(-c2[nH]ncc2CN2CCSCC2)c(OC)c1	8.0	-0.2	0.8	6.7	i	-1.2	-5.4	-0.2	-3.4
NC(=O)COC(=O)c1c2c(nc3ccccc13)CCC2	4.4	0.4	1.2	2.7	i	-3.8	3.8	-0.3	-4.1
CCN(CC)c1ccc(-c2nn3c(-c4n[nH]c5c4CCC5)nnc3s2)cc1	11.9	0.1	-2.8	-29.2	i	-10.2	-121.2	-2.0	-25.8
CC1(C(=O)NS(=O)(=O)C2CC2)CCCN(C(=O)c2ccc3c(c2)OCO3)C1 (configuration not stated)	-0.9	-0.8	-0.2	-20.6	i	-0.3	-3.2	0.7	-1.6
Cc1c(C2(O)CCCCC2)[nH]c2ncccc12	-1.2	1.1	2.6	12.0	i	-1.9	-9.0	-0.1	-7.8
COc1ccccc1-c1nc(SC)n[nH]1	1.5	-0.6	1.1	-1.9	i	-4.2	2.9	0.2	-7.1
Cc1ccc(CNC(=O)CN(c2ccc(Cl)cc2)S(C)(=O)=O)cc1	4.6	0.3	-0.7	-4.3	i	-2.7	3.5	0.2	1.5
NC(=O)c1cccc2ccccc12	3.7	0.2	-3.7	-2.0	i	-3.0	24.6	0.0	-4.8
CCCCN(C)C(=O)C1CCCN(S(=O)(=O)c2ccc3c(c2)CC(C)N3C(=O)C2CC2)C1 (configuration not stated)	-7.4	-0.1	-0.6	-0.1	i	-2.8	5.2	0.5	-0.8
Cc1nn(C(C)C(=O)c2cccc(Cl)c2)c(C)c1[N+](=O)[O-] (configuration not stated)	2.1	0.7	3.0	0.4	i	-2.4	-10.8	0.1	5.5
O=c1c2c([N+](=O)[O-])cc([N+](=O)[O-])cc2nc2ccccn12	1.9	0.1	-2.8	0.1	i	-6.9	-4.3	-0.4	0.5
NC(=O)NC(=O)COC(=O)c1ccc(Cl)c(S(=O)(=O)N(Cc2ccccc2)c2ccc(Cl)cc2)c1	-0.3	1.6	-1.6	-4.8	i	2.9	7.5	0.4	35.1
CCOC(=O)C1=C(C)NC2=C(C(=O)c3ccccc32)C1c1ccc([N+](=O)[O-])o1 (configuration not stated)	0.3	-0.2	-0.4	17.1	i	-4.2	-1.9	0.1	13.9
O=C1NC[C@@H](CCCCN2CCN(CCc3ccccc3)C(=O)C2=O)N(Cc2ccccc2)C1=O	4.7	-1.7	/	-9.0	i	3.9	/	0.0	-9.5
Cc1oncc1-c1csc(-c2ccccc2)n1	-2.3	-1.1	0.8	-3.0	i	0.2	6.2	-0.2	-1.5
C#CCOCCOCCOCCNc1nc(N2CCN(C(=O)Cn3cc(CC(C)O)nn3)CC2)nc(N2CCN(C(=O)[C@H](CCCCN)n3cc(CC(C)O)nn3)CC2)n1 (some centres not stated)	-0.6	-0.1	2.0	-4.2	i	-0.2	3.0	-0.2	-14.6
COc1ccc(S(=O)(=O)N2CCN(CC(=O)NC3CC3)CC2)cc1	-0.3	0.8	1.3	-1.4	i	-6.3	0.3	0.1	-8.8
O=C(Nc1nc2ccccc2c(=O)[nH]1)c1ccccc1SCc1ccccc1	-8.8	-1.3	4.4	2.1	i	-2.8	5.5	-0.7	5.8
CCC(C(=O)NCCCN1CCN(CCCNC(=O)C(CC)c2ccccc2)CC1)c1ccccc1 (configuration not stated)	-2.2	-0.4	3.4	-7.5	i	-6.8	6.0	-0.2	-4.2
O=C1NC(c2ccccc2)=NC1(Nc1ccccn1)C(F)(F)F (configuration not stated)	1.9	-0.8	-2.2	-7.6	i	-2.1	0.5	0.6	-8.0
CNc1ccccc1C(=O)OCC(=O)N(CCOC)c1c(N)n(CC(C)C)c(=O)[nH]c1=O	0.1	2.2	0.8	-1.5	/	-0.9	12.5	-0.3	-5.8
N#C/C(=C\c1ccco1)C(=O)Nc1ccc(S(N)(=O)=O)cc1	3.0	4.3	-0.8	-10.2	i	-12.8	7.2	-0.1	-8.2
O=C1NC2=C(C(=O)CCC2)C(c2ccc3ncccc3c2)N1 (configuration not stated)	-5.6	0.1	-2.4	-0.6	i	-5.0	3.9	-0.4	-7.6
Cc1ccccc1-c1ccc(CN2C(C(C)C)C(=O)N(Cc3cn(CCC4OCCO4)nn3)CCS2(=O)=O)cc1 (configuration not stated)	1.9	-0.2	0.7	-5.6	i	-0.6	7.3	-0.8	18.9
CCC(NS(=O)(=O)c1ccc(OC)cc1)C(=O)NCCC1=CCCCC1 (configuration not stated)	-1.1	-0.2	-1.0	1.9	i	-1.6	-6.9	-0.3	1.4
COCc1nnc(NC(=O)c2ccc(S(=O)(=O)N3CCOCC3)cc2)o1	-6.6	0.2	0.1	7.4	i	-2.2	1.1	-0.5	-3.8
Cc1ccc(OCc2ccc(C(=O)NCc3cccnc3)cc2)cc1C	-2.0	0.1	-1.5	0.5	i	-2.1	2.1	-1.0	-7.9
O=C(Cc1ccc(F)cc1)N[C@@H]1c2ccccc2CC[C@@H]1OCc1ccccc1	0.9	1.2	-2.8	0.2	i	-6.9	-0.3	-0.2	-2.6
O=C(NCc1ccco1)c1cc(S(=O)(=O)N2CCCc3ccccc32)ccc1Cl	-0.4	-0.3	0.6	-1.7	i	-5.8	8.9	-0.4	13.9
CC1=NNC(=O)C1CCC(=O)N/N=C/c1ccco1 (configuration not stated)	-3.3	1.9	-0.6	-3.4	i	-4.2	3.5	0.0	-5.4
CCC1=C(OC(=O)N(CC)CC)N2C(=O)OC(=NCC(=O)OC)[C@]2(C)[C@H]2C1=CC[C@H]1C(=O)NC(=O)[C@H]12	-2.7	0.7	-1.2	12.0	i	-3.5	4.4	-0.1	-12.5
Cc1ccc(OC(C)C(=O)N2CCCc3ccccc32)cc1 (configuration not stated)	7.8	0.3	3.1	-4.5	i	-5.4	0.8	-1.3	0.6
Cc1ccc(C)c(N2CCN(C(=O)c3ccc(CS(=O)(=O)c4ccccc4C)o3)CC2)c1	-0.3	0.0	-3.2	-3.8	i	0.7	14.3	0.6	22.7
Cc1ccc(NC(=O)NCc2ccncc2)cc1Cl	1.6	-0.1	5.0	-3.9	i	-3.4	-15.8	1.5	0.1
COc1cc(NC(=O)c2ccc(OCc3c(C)noc3C)c(OC)c2)cc(OC)c1	-5.2	0.5	1.9	-16.0	i	-0.5	-10.9	-0.1	24.4
CCN1CCCC1CNC(=O)Cn1cc(C)c(=O)[nH]c1=O (configuration not stated)	0.0	0.0	-1.3	-6.0	i	-9.5	18.4	0.2	-11.4
O=C(COC(=O)C1=Cc2ccccc2OC1)NCc1ccco1	1.0	2.2	2.7	-1.4	i	-9.7	-3.8	-0.7	-3.2

At a glance, part of the list above:
molecule	CSN inh	MsrA inh	Rin1 Abl inh	eLon inh	Neddylation inh	MsrA act	MLLE-PAM2 inh	Tb MetRS inh	FAS-TE inh
CCN1CCCC1CNC(=O)Cn1cc(C)c(=O)[nH]c1=O (configuration not stated)	0.0	0.0	-1.3	-6.0	i	-9.5	18.4	0.2	-11.4
O=C(COC(=O)C1=Cc2ccccc2OC1)NCc1ccco1	1.0	2.2	2.7	-1.4	i	-9.7	-3.8	-0.7	-3.2

Looked up by compound from the list above (two):
molecule	CSN inh	MsrA inh	Rin1 Abl inh	eLon inh	Neddylation inh	MsrA act	MLLE-PAM2 inh	Tb MetRS inh	FAS-TE inh
COCc1nnc(NC(=O)c2ccc(S(=O)(=O)N3CCOCC3)cc2)o1	-6.6	0.2	0.1	7.4	i	-2.2	1.1	-0.5	-3.8
O=C(CCc1ccc(S(=O)(=O)N2CCOCC2)cc1)OCC(=O)c1ccc(Br)cc1	-5.2	-0.5	4.7	-2.1	i	-3.7	4.2	-0.3	26.4
